Screening results (PubChem)
Pf Dd2 inh – inhibitors of Plasmodium falciparum Dd2 growth | P. falciparum Dd2 growth, SYBR Green, 72 h; active compounds read low | activity change, % at 10 µM | 2.3% of 94,000 active | AID 1159554; in the data active = activity change below about -80%; inconclusive = no clear call, values can overlap the other calls
T cruzi growth – inhibitors of T. cruzi proliferation; 5.9% of 77,000 active; inhibition, % at 8.34 µM; AID 624255; T. cruzi beta-gal in NIH3T3, GalScreen luminescence, 90 h;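 active = mean inhibition above about 93%, with at least 55% of replicates each passing it, limit read from the data, passing the limit was not always enough; inconclusive = only one of those two conditions holds; inactive = neither condition holds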
C diff HTS – blocks growth of Clostridium difficile; Clostridium difficile clinical isolate growth, OD600, 24 h; active compounds read low; 0.25% of 86,000 active; AID 1259249; growth activity, negative = inhibition, % at 16 µg/mL (by protocol);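 active = mean growth activity at or below -80% and every replicate also at or below -80%; inconclusive = mean at or below -80% but some replicate above -80%; inactive = mean growth activity above -80%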;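 note: 0% = DMSO wells and -100% = levofloxacin 16 µg/mL wells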
KDM4C inh – KDM4C (human) demethylase inhibition. 0.15% of 96,000 active. GST-KDM4C 2-372, H3K9me3 peptide, LANCE TR-FRET. AID 720574. Q9H3R0. inhibition, % at 12.5 µM;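 active = mean replicate inhibition above about 25%, with at least 55% of replicates also reaching it, limit read from the data, passing the limit was not always enough; inconclusive = only one of those two conditions met; inactive = neither condition met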
Target sequence (Q9H3R0 2-372 limits assumed): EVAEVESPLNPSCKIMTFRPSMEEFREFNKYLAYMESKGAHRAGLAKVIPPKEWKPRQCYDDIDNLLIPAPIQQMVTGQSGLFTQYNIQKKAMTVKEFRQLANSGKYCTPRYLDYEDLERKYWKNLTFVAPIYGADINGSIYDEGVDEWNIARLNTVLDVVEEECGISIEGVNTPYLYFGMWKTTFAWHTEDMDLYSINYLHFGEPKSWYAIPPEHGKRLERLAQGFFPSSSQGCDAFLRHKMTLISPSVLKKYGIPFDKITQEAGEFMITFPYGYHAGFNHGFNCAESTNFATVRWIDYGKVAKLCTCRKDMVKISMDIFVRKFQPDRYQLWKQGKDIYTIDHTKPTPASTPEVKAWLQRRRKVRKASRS
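System: N-terminal GST-fused human GASC-1 (KDM4C) fragment, residues 2-372; amount: enzyme final amount 10 nM; incubation: reaction 30 min RT, detection step 1 h RT; medium: HEPES buffer, pH 7.5, plus ascorbate; technique: LANCE TR-FRET, Eu antibody, ULight-streptavidin, EDTA, ex 340 nm, em 618/671 nm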
* = called active by the depositor; ? = inconclusive; . = not tested or not shown; & = joins results of further samples.

Start of the listing, in advance:
SMILES	Pf Dd2 inh	T cruzi growth	C diff HTS	KDM4C inh
Cc1ccccc1S(=O)(=O)N1CCCCN2[C@H](CO)[C@@H](c3ccc(-c4ccccc4)cc3)[C@@H]2C1	2.5	101.6*	2.2	.
C[C@H]1CCCCO[C@H](CN(C)C(=O)Nc2ccc(C(F)(F)F)cc2)[C@@H](C)CN([C@@H](C)CO)C(=O)c2cc(NC(=O)C3CCCCC3)ccc2O1	-84.4*	53.6	-7.1	0.6
O=C(Nc1ccc(F)cc1)N1CC(=O)N2[C@H](C1)[C@H](c1ccc(C#Cc3ccc(F)cc3)cc1)[C@@H]2CO	-25.6	.	3.2	-1.1
O=C(C[C@H]1CC[C@@H]2[C@H](COC[C@H](O)CN2Cc2ccc(Oc3ccccc3)cc2)O1)N1CCc2ccccc2C1	-6.3	31.6	55.8&43.3	.
C[C@H](CO)N1C[C@H](C)[C@@H](CN(C)Cc2ccc3c(c2)OCO3)Oc2ccc(NS(=O)(=O)c3ccccc3)cc2CC1=O	-47.4	86.0	-5.0	1.5

The whole of this part, from the start:
SMILES	Pf Dd2 inh	T cruzi growth	C diff HTS	KDM4C inh
Cc1ccccc1S(=O)(=O)N1CCCCN2[C@H](CO)[C@@H](c3ccc(-c4ccccc4)cc3)[C@@H]2C1	2.5	101.6*	2.2	.
C[C@H]1CCCCO[C@H](CN(C)C(=O)Nc2ccc(C(F)(F)F)cc2)[C@@H](C)CN([C@@H](C)CO)C(=O)c2cc(NC(=O)C3CCCCC3)ccc2O1	-84.4*	53.6	-7.1	0.6
O=C(Nc1ccc(F)cc1)N1CC(=O)N2[C@H](C1)[C@H](c1ccc(C#Cc3ccc(F)cc3)cc1)[C@@H]2CO	-25.6	.	3.2	-1.1
O=C(C[C@H]1CC[C@@H]2[C@H](COC[C@H](O)CN2Cc2ccc(Oc3ccccc3)cc2)O1)N1CCc2ccccc2C1	-6.3	31.6	55.8&43.3	.
C[C@H](CO)N1C[C@H](C)[C@@H](CN(C)Cc2ccc3c(c2)OCO3)Oc2ccc(NS(=O)(=O)c3ccccc3)cc2CC1=O	-47.4	86.0	-5.0	1.5
COc1ccc2c3c([nH]c2c1)[C@H](CO)N(C)CC31CCN(S(=O)(=O)c2ccc(C)cc2)CC1	-23.3	.	-3.9	-0.1
Fc1cccc(-c2ccc(C3[C@H]4CNC[C@@H]3N4Cc3ccccc3F)cc2)c1 (some centres not stated)	-48.6	.	6.0	-0.2
C[C@@H]1CN([C@H](C)CO)C(=O)c2cc(NC(=O)Nc3ccc(C(F)(F)F)cc3)ccc2O[C@@H](C)CCCCO[C@H]1CN(C)Cc1ccccc1	-87.5*	91.6	42.0	-1.5
C[C@@H]1CN([C@@H](C)CO)C(=O)c2cc(C#CCN(C)C)cnc2O[C@@H]1CN(C)Cc1cccc(F)c1	-15.2	-38.3	2.4	1.1
C[C@@H]1CCCCO[C@H](CN(C)S(=O)(=O)c2cccs2)[C@H](C)CN([C@@H](C)CO)C(=O)c2cc(NS(=O)(=O)c3ccccc3)ccc2O1	-53.8	89.0	-5.0	-0.9
CCCNC(=O)Nc1ccc2c(c1)C(=O)N(C)C[C@@H](OC)[C@H](C)CN(Cc1ccc(-c3ccccn3)cc1)[C@@H](C)CO2	-45.2	-40.9	.	-0.7
C[C@@H]1CN([C@@H](C)CO)C(=O)c2ccccc2-c2ccccc2CO[C@H]1CN(C)Cc1ccncc1	9.3	81.4	0.7	3.3
CCCc1cn(CC[C@H]2CC[C@@H](NC(=O)C3CCCCC3)[C@H](CO)O2)nn1	7.9	-21.1	.	0.0
C[C@H](CO)N1C[C@H](C)[C@H](CN(C)S(=O)(=O)c2cn(C)cn2)Oc2c(NC(=O)c3cnccn3)cccc2C1=O	28.2	24.1	1.9	-1.3
COc1ccccc1C(=O)N1C[C@@H]2[C@H](c3ccccc31)[C@@H](CO)N2Cc1ccc(F)cc1	-4.2	-30.1	1.7	0.8
O=C(Nc1ccccc1F)N1CC2(C1)[C@H](c1ccccc1)[C@@H](CO)N2C(=O)CC1CC1	33.4	.	0.0	-1.2
CCCNC(=O)N1CCC2(CC1)CN(C(=O)CN1CCOCC1)[C@H](CO)c1[nH]c3cc(OC)ccc3c12	36.9	.	5.4	-0.3
C[C@@H]1CN([C@H](C)CO)S(=O)(=O)c2ccc(C#Cc3cccnc3)cc2O[C@@H]1CN(C)C(=O)C1CC1	-3.3	45.7	1.5	-1.7
Cc1noc(C)c1NC(=O)N(C)C[C@@H]1Oc2c(NC(=O)c3nc4ccccc4s3)cccc2C(=O)N([C@H](C)CO)C[C@@H]1C	13.1	-111.6	2.6	0.9
C[C@@H]1CN([C@@H](C)CO)C(=O)c2cc(NC(=O)C3CCCCC3)ccc2O[C@@H]1CN(C)Cc1ccc(C(=O)O)cc1	0.3	-6.0	-3.5	-0.6
O=C(C[C@H]1CC[C@H]2[C@@H](COC[C@H](O)CN2Cc2cccc(-c3ccncc3)c2)O1)N1CCN(c2ccccc2)CC1	-38.5	46.0	10.2	0.7
C[C@H](CO)N1C[C@H](C)[C@H](CN(C)C(=O)Nc2ccccc2)Oc2ccc(NC(=O)Nc3ccc4c(c3)OCO4)cc2CC1=O	41.7	0.6	-4.5	1.5
CNC[C@H]1OCCCC[C@H](C)Oc2ccc(NS(=O)(=O)c3cccs3)cc2C(=O)N([C@H](C)CO)C[C@@H]1C	38.4	-8.9	3.5	0.0
COc1ccc(CN2C[C@H](C)[C@@H](OC)CN(C)C(=O)c3cc(NC(=O)C4CC4)ccc3OC[C@@H]2C)cc1	-21.1	12.0	.	1.7
C[C@H]1CN([C@@H](C)CO)C(=O)c2cccc(NS(=O)(=O)c3cn(C)cn3)c2O[C@@H]1CN(C)C(=O)Nc1cccc2ccccc12	4.9	-20.6	.	6.9
C[C@H]1CN([C@@H](C)CO)C(=O)c2cc(NC(=O)Nc3cccc4ccccc34)ccc2O[C@@H]1CN(C)S(=O)(=O)c1cccs1	-2.7	-110.1	.	1.9
COc1ccc(NC(=O)Nc2ccc3c(c2)[C@@H]2C[C@@H](CC(=O)N4CCOCC4)O[C@H](CO)[C@@H]2O3)cc1	12.1	-3.9	0.5	3.1
N#C[C@H]1[C@@H](c2ccc(C3=CCCC3)cc2)[C@@H](CO)N1C(=O)C1CCCC1	9.6	30.2	-7.6	-0.6
C[C@@H]1CCCCO[C@@H](CN(C)Cc2ccccc2)[C@H](C)CN([C@H](C)CO)C(=O)c2cc(NC(=O)C3CCCCC3)ccc2O1	-48.3	82.8	0.2	0.1
Cc1ccc(S(=O)(=O)N(C)C[C@@H]2Oc3ccc(NC(=O)CCC(F)(F)F)cc3CC(=O)N([C@H](C)CO)C[C@@H]2C)cc1	1.7	7.0	-0.9	-2.5
C[C@@H]1CN([C@H](C)CO)C(=O)c2cc(NC(=O)CCC(F)(F)F)ccc2O[C@@H](C)CCCCO[C@@H]1CN(C)Cc1ccc(C(F)(F)F)cc1	-34.6	84.0	16.7	-1.7
COc1ccc(NC(=O)N(C)C[C@H]2Oc3ccc(NC(=O)CCC(F)(F)F)cc3C(=O)N([C@H](C)CO)C[C@H]2C)cc1	0.4	-6.9	-2.5	-0.7
C[C@@H]1CN([C@@H](C)CO)C(=O)c2cc(-c3cncnc3)cnc2O[C@H]1CN(C)Cc1ccc(F)cc1	22.0	10.1	-1.4	0.8
COc1ccc(NC(=O)N2CCCCN3[C@H](C2)[C@H](c2ccc(C#CCC(C)C)cc2)[C@@H]3CO)cc1	-43.3	118.5*	3.2	-0.9
CO[C@@H]1CN(C)C(=O)c2ccc(NC(=O)c3ccc(Oc4ccccc4)cc3)cc2OC[C@H](C)NC[C@@H]1C	-24.3	-89.2	.	-1.0
COCC(=O)Nc1ccc2c(c1)[C@@H]1C[C@@H](CC(=O)NCc3ccc(-c4ccccc4)cc3)O[C@@H](CO)[C@@H]1O2	-8.6	?	0.5	1.7
CN(C)C(=O)c1ccc(-c2ccccc2[C@@H]2[C@@H](C#N)N(C(=O)C3CCC3)[C@H]2CO)cc1	-13.7	.	-11.0	0.7
COc1ccc(S(=O)(=O)N(C)C[C@H]2Oc3c(NC(=O)C4CCCCC4)cccc3C(=O)N([C@@H](C)CO)C[C@@H]2C)cc1	-10.9	-31.0	2.8	5.5
COc1ccc(C(=O)Nc2ccc3c(c2)C(=O)N(C)C[C@@H](OC)[C@H](C)CN[C@H](C)CO3)cc1	-19.4	5.0	.	1.0
C[C@@H]1CN([C@H](C)CO)C(=O)Cc2cc(NS(=O)(=O)c3ccc(Cl)cc3)ccc2O[C@H]1CN(C)C(=O)Nc1ccccc1	13.5	-1.4	-6.6	-0.4
COc1cccc(CNC(=O)C[C@@H]2C=C[C@@H](NC(=O)C3CCOCC3)[C@H](CO)O2)c1	4.7	-18.6	-1.1	0.7
COc1ccc(S(=O)(=O)N(C)C[C@@H]2Oc3cc(C4=CCCC4)ccc3S(=O)(=O)N([C@H](C)CO)C[C@H]2C)cc1	-43.0	23.8	14.8	-0.5
C[C@H]1CN([C@@H](C)CO)S(=O)(=O)c2ccc(C#CC(C)(C)O)cc2O[C@@H]1CN(C)C(=O)C1CCC1	-6.7	-61.9	-15.2	0.1
C[C@H]1CN([C@@H](C)CO)C(=O)c2cc(NS(=O)(=O)c3ccc(Cl)cc3)ccc2O[C@@H]1CN(C)C(=O)NC1CCCCC1	-3.4	22.9	-3.1	-1.4
CC(=O)N1CC2(C1)[C@@H](c1ccccc1)[C@H](CO)N2C(=O)c1ccncc1	44.8	.	2.4	-1.8
COC(=O)C[C@H]1CC[C@@H]2[C@H](COc3ccc(NC(=O)Nc4ccc(Cl)cc4)cc3C(=O)N2C)O1	-1.4	52.6	5.8	1.5
C[C@H](CO)N1C[C@H](C)[C@@H](CN(C)C(=O)Nc2ccc(C(F)(F)F)cc2)Oc2ccc(NC(=O)CCN3CCOCC3)cc2CC1=O	4.2	-7.6	2.6	-0.6
CNC[C@@H]1Oc2c(NC(=O)Nc3ccccc3)cccc2C(=O)N([C@@H](C)CO)C[C@H]1C	10.5	-8.0	0.2	-0.8
O=C(NCC[C@H]1CC[C@@H](NC(=O)C2CCCCC2)[C@@H](CO)O1)c1cc(Cl)cc(Cl)c1	-1.8	37.4	0.2	-0.7
C[C@H](CO)N1C[C@H](C)[C@H](CN(C)C(=O)Nc2ccc(C(F)(F)F)cc2)OCCCC[C@H](C)Oc2ccc(NS(=O)(=O)c3ccccc3)cc2C1=O	-49.8	?	6.7	0.4

The results go on.
SMILES	Pf Dd2 inh	T cruzi growth	C diff HTS	KDM4C inh
O=C(C[C@H]1CC[C@H]2[C@@H](COC[C@H](O)CN2Cc2cccc(Cl)c2)O1)N1CCCCC1	4.1	121.9*	16.4&0.7	1.7
C[C@@H]1CN([C@H](C)CO)C(=O)Cc2cc(NC(=O)Nc3cccc4ccccc34)ccc2O[C@H]1CN(C)S(=O)(=O)c1ccc(Cl)cc1	-36.0	23.4	-19.7	0.2
CCC(=O)N(C)C[C@H]1Oc2cc(-c3ccncc3)ccc2S(=O)(=O)N([C@H](C)CO)C[C@H]1C	23.2	66.8	-3.0	-2.8
COc1ccc(S(=O)(=O)N[C@@H]2CC[C@@H](CCn3cc(-c4ccccc4F)nn3)O[C@@H]2CO)cc1	-27.5	-10.1	1.0	0.9
C[C@H]1CN([C@@H](C)CO)C(=O)c2cc(C#Cc3ccc(F)cc3)cnc2O[C@H]1CN(C)Cc1ccccn1	-17.1	.	-1.5	0.1
CCCNC(=O)[C@@H]1[C@@H](CO)[C@@H]2Cn3c(ccc(C4=CCCCC4)c3=O)[C@@H]2N1C(=O)c1cnccn1	3.9	37.7	-1.5	2.9
CC(C)NC(=O)N(C)C[C@@H]1Oc2cc(Br)ccc2S(=O)(=O)N([C@H](C)CO)C[C@H]1C	9.6	-21.6	0.2	1.2
COc1ccc(NC(=O)Nc2ccc3c(c2)[C@@H]2C[C@@H](CC(=O)N4CCc5ccccc5C4)O[C@@H](CO)[C@@H]2O3)cc1	-17.3	-14.5	1.2	-4.0
C[C@H]1CN([C@@H](C)CO)C(=O)c2cccc(NC(=O)Nc3ccccc3)c2O[C@H]1CN(C)Cc1ccncc1	41.6	2.1	0.7	-0.1
COc1ccc2c3c([nH]c2c1)[C@@H](CO)N(C)CC31CN(C(=O)C2CC2)C1	54.4	.	0.5	4.1
COc1cccc(CN2C[C@@H]3N[C@H](C2)C3c2ccc(-c3ccccc3C)cc2)c1 (some centres not stated)	8.4&-10.7	.	-95.7*	0.7&-2.2
CNC[C@H]1OCCCC[C@@H](C)Oc2ccc(NC(=O)C3CCCCC3)cc2C(=O)N([C@H](C)CO)C[C@H]1C	.	-8.4	-4.3	-0.4
C[C@H]1CN([C@@H](C)CO)C(=O)Cc2cc(NC(=O)c3ccncc3)ccc2O[C@H]1CN(C)Cc1ccncc1	15.2	-4.0	3.0	-3.5
